Compound activity as filed in PubChem BioAssay.
DSG3 Ab inh: blocks pemphigus antibody binding to human desmoglein-3. P32926. DSG3-coupled beads, scFv-anti-DSG3-GFP binding, flow cytometry; stronger effect = lower value. binding (percent of control), % at 10 µM. hit rate 0.48% among 310,000. AID 588358;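 active = binding more than 3 SD below its plate's average and above zero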; also: some compounds called inactive have numbers as strong as hits
Target sequence (P32926 whole entry, looked up): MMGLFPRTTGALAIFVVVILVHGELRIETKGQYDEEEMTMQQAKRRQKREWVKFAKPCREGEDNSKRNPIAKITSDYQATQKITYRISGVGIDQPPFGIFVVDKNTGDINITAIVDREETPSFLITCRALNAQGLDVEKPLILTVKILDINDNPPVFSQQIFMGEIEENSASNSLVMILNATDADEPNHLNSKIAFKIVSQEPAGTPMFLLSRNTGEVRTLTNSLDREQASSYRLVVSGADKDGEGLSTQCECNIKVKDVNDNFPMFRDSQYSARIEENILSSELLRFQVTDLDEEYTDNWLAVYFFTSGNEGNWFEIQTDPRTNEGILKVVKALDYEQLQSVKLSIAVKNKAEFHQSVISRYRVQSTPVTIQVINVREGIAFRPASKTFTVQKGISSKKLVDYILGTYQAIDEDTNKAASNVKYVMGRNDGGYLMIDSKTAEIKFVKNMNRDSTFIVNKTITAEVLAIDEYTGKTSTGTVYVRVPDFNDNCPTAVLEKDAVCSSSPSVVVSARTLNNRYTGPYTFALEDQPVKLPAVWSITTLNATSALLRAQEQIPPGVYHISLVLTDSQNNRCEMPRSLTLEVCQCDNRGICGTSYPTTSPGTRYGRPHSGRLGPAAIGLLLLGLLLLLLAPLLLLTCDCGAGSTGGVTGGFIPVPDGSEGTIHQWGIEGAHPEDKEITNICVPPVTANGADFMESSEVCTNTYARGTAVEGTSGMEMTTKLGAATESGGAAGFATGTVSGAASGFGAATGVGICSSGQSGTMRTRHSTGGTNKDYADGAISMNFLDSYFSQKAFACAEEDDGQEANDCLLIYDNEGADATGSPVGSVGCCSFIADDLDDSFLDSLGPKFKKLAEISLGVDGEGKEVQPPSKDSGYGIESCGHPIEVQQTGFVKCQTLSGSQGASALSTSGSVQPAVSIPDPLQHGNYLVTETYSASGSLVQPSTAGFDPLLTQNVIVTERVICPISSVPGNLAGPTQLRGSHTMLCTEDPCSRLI
phage Ecoli inh: E. coli growth loss with phage present; inhibition, % at 11.9 µM; growth absorbance; AID 651602; hit rate 0.26% among 360,000; in the data active = inhibition above about 11%
MOR-DOR inv ag: mu-delta opioid heterodimer inverse agonism; P35372+P41143; cell-based MOR-DOR heterodimer luminescence; inhibition, % at 9.3 µM; hit rate 0.21% among 340,000; in the data active = inhibition above about 22%, passing the limit was not always enough;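 also: 0% = cells with DMSO and 100% = wells without cells with DMSO; values of inactives mirror those of a sister screen read the other way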
AddAB inh: less growth of phage-infected E. coli with AddAB. E. coli expressing H. pylori AddAB, absorbance growth. inhibition, % at 11.9 µM. hit rate 0.29% among 330,000. AID 435030; in the data active = inhibition above about 12%;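 also: 0% = vehicle wells of infected cells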
PKA-R1A act: activators of PKA-R1A complex | AID 504707 | activation, % at 11.4 µM | P00514+P68181 | PKA-R1A dissociation, Cy5-IP20 fluorescence polarization; scaled: DMSO 0%, 113 µM cGMP 100% | hit rate 0.083% among 340,000;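 active = percent activation above the mean of all tested compounds plus 3 SD, cut at about 19% in these data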;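 also: higher means more PKAc released from R1A so a rise in polarization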
MOR-DOR ag: OPRM1-OPRD1 heterodimerization agonism; cells, luminescence; activation, % at 9.3 µM; hit rate 0.3% among 340,000; AID 504326; in the data active = activation above about 18%;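 also: 0% = vehicle-treated cells and 100% = reference agonist; values of inactives mirror those of a sister screen read the other way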
HTR5A ag ctr: counter-screen for OPRM1-OPRD1 agonists: human HTR5A agonism | HTR5A agonist assay, luminescence, cell-based | P47898 | hit rate 0.61% among 340,000 | AID 504692 | activation, % at 9.3 µM; in the data active = activation mostly above about 9.5%, no sharp cut-off; inactive = mostly below about 7.6%;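 also: 0% = cells with vehicle only and 100% = reference agonist; strong numbers were not always called active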
SUMO Mot1 rescue: inhibitors of SUMOylation pathway: yeast Mot1-301 growth rescue | hit rate 1% among 320,000 | growth rescue, % at 18.8 µM | S. cerevisiae Mot1-301 growth rescue, ATP luminescence, 38.5C; percent above DMSO median, 100 means doubled;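 active = every valid replicate shows activation above 250% relative to neutral control wells; inactive = the rest, any valid replicate at or below 250%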;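 also: OY570 slx delta 5 strain wells were the positive control but not used for scaling; some compounds called inactive have numbers as strong as hits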
HTR5A inv ag: HTR5A inverse agonism, opioid heterodimer counter-screen | P47898 | HTR5A cell line, luminescence | inhibition, % at 9.3 µM | hit rate 0.083% among 340,000 | AID 504634; in the data active = inhibition mostly above about 23%, no sharp cut-off; inactive = mostly below about 18%;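 also: 0% = cells with DMSO and 100% = no-cell wells with DMSO; some compounds called inactive have numbers as strong as hits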
PfHsp90 yeast 2: inhibits growth of yeast expressing Plasmodium falciparum Hsp90 | S. cerevisiae expressing PfHsp90, BacTiter-Glo ATP, 48 h; yeast lacking PDR1 and PDR3 efflux regulators | hit rate 0.32% among 310,000 | inhibition, % at 9.4 µM;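 active = every replicate shows inhibition above about 80%, whatever the replicate mean, limit read from the data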;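 also: 0% = DMSO neutral controls and 100% = 20 µM radicicol positive controls; yeast relying on Plasmodium falciparum Hsp90 in place of its own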
Ecoli viability: reduces bacterial viability in AddAB counter-screen | inhibition, % at 11.9 µM | hit rate 0.27% among 330,000 | E. coli V3065 growth, OD600 absorbance, 18 h | AID 449728;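 active = inhibition above the campaign's mean inhibition across all tested compounds plus 3 SD, cut at about 9.9% in these data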;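 also: uninfected addAB+ strain grown without phage in ampicillin broth; 0% = DMSO wells and 100% = ciprofloxacin 0.95 µg/ml wells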
* hit, by the source's call; / = not tested or not shown. The order is random. Share with any hit: about 3.2%.

No. | smiles | DSG3 Ab inh | phage Ecoli inh | MOR-DOR inv ag | AddAB inh | PKA-R1A act | MOR-DOR ag
1 | CCCCCCNC(=O)CSc1nccn1Cc1ccccc1 | 98 | 2.6 | -23 | 0.9 | -4 | 3.8
2 | C/C(N)=C(/C#N)C(=O)COC(=O)c1cccc(C)c1O | 105 | 0.7 | 8 | -2.5 | 0 | -1.6
3 | CN(C)CCN(C(=O)C1CCN(S(=O)(=O)c2cccs2)CC1)c1nc2c(F)cccc2s1 | 107 | 6.5 | -7 | 3.9 | 3 | 1.1
4 | COc1ccc(CC(=O)N(CC2CCCO2)c2nc3ccccc3s2)cc1 (stereo unspecified) | 116 | 1.3 | 13 | -0.3 | -11 | -2.3
5 | Cc1nc(NCc2ccc3c(c2)OCO3)c2oc3ccccc3c2n1 | 103 | -0.1 | 8 | -0.5 | -5 | -1.4
6 | COC(=O)c1ccccc1NC(=O)COc1ccc(S(=O)(=O)NC(C)C)cc1 | 99 | 1.5 | -4 | -1.7 | -10 | 0.8
7 | CN(Cc1ccccc1NS(=O)(=O)c1ccc2ccccc2c1)C1CCCCC1 | 122 | 2.6 | -5 | -1.5 | 2 | 1.0
8 | CCOC(=O)[C@@H]1[C@H]2COc3ccccc3[C@@H]2N2C(=O)N(c3ccc(OC)cc3)C(=O)[C@]12C | 106 | -0.2 | 5 | 0.6 | 9 | -0.8
9 | Cc1cccc(N2CCN(c3nc(C)cc(C)c3C#N)CC2C)c1 (stereo unspecified) | 136 | 2.9 | -11 | 2.1 | 5 | 2.2
10 | O=C(NNC(=O)C(O)c1ccccc1)NC1CCCCC1 (stereo unspecified) | 101 | 0.9 | 14 | -0.3 | 0 | -2.0
11 | CC(=O)Nc1ccc(N/C=C/C(=O)C(C)(C)C)cc1 | 105 | 2.4 | 15 | -1.9 | -5 | -2.8
12 | Cc1ccccc1OS(=O)(=O)c1cn(C)c(=O)n(C)c1=O | / | 2.7 | -2 | 2.2 | 8 | 0.4
13 | Cc1ccc(C(=O)N2CCOCC2)cc1S(=O)(=O)N1CCOCC1 | 107 | 1.8 | 8 | 1.2 | 0 | -1.5
14 | Cc1cc(C)nc(NC(=O)CSc2nn(C)c(=S)s2)n1 | 111 | 1.9 | 2 | 0.6 | 5 | -0.3
15 | Cc1ccc(NC(=O)CCNS(=O)(=O)c2ccc3c(c2)oc(=O)n3C)cc1 | 103 | 6.2 | 3 | 0.4 | 1 | -0.5

No. | HTR5A ag ctr | SUMO Mot1 rescue | HTR5A inv ag | PfHsp90 yeast 2 | Ecoli viability
1 | 3 | -13 | -7 | / | -3.4
2 | 2 | 274 | -13 | -3 | -0.5
3 | 7 | -10 | -22 | 4 | 0.8
4 | 6 | 14 | 19 | -16 | 0.9
5 | 5 | 4 | 9 | 12 | 0.8
6 | 1 | -6 | 31 | 2 | -1.2
7 | -3 | -19 | 9 | / | -1.3
8 | -5 | -11 | -27 | 7 | -1.1
9 | -2 | -14 | 8 | -4 | -2.2
10 | 1 | -1 | -12 | 3 | -0.9
11 | -2 | -4 | 7 | -12 | -1.7
12 | -5 | -30 | 14 | 24 | -1.8
13 | 6 | 1 | -27 | 11 | 0.5
14 | -3 | 5 | -5 | -2 | 0.5
15 | 2 | -5 | 13 | -3 | -0.9

Part of the list above, with bars between the fields.
entry | structure | DSG3 Ab inh | phage Ecoli inh | MOR-DOR inv ag | AddAB inh | PKA-R1A act | MOR-DOR ag | HTR5A ag ctr | SUMO Mot1 rescue | HTR5A inv ag | PfHsp90 yeast 2 | Ecoli viability
1 | CCCCCCNC(=O)CSc1nccn1Cc1ccccc1 | 98 | 2.6 | -23 | 0.9 | -4 | 3.8 | 3 | -13 | -7 | / | -3.4
2 | C/C(N)=C(/C#N)C(=O)COC(=O)c1cccc(C)c1O | 105 | 0.7 | 8 | -2.5 | 0 | -1.6 | 2 | 274 | -13 | -3 | -0.5
3 | CN(C)CCN(C(=O)C1CCN(S(=O)(=O)c2cccs2)CC1)c1nc2c(F)cccc2s1 | 107 | 6.5 | -7 | 3.9 | 3 | 1.1 | 7 | -10 | -22 | 4 | 0.8

The list continues:
No. | smiles | DSG3 Ab inh | phage Ecoli inh | MOR-DOR inv ag | AddAB inh | PKA-R1A act | MOR-DOR ag
16 | CCN(CC)C(=S)Nc1ccc([N+](=O)[O-])cc1 | 100 | -0.9 | 6 | 2.7 | -5 | -1.2
17 | Cc1ccc(NC(=O)c2onc(C)c2Cl)cc1 | 93 | 4.2 | -2 | -0.2 | 4 | 0.3
18 | O=C(CSc1nc2cc(Cl)ccc2s1)c1cc2ccccc2o1 | 101 | -0.6 | -9 | 2.1 | 9 | 1.6
19 | C=CCn1nnnc1-c1cc(Cl)cc(Cl)c1 | 110 | 3.4 | 12 | 3.0 | -6 | -2.2
20 | CCOc1ccc2nc(NC(=O)Cn3c(C)csc3=O)sc2c1 | 101 | 2.4 | 17 | / | -1 | -3.4
21 | Cn1c(SCCCC(=O)c2ccccc2)nnc1-c1ccncc1 | 92 | 0.3 | 10 | 1.1 | 9 | -2.0
22 | CCCc1cc(C(N)=O)c(NC(=O)c2ccoc2C)s1 | 102 | 1.3 | -6 | 2.3 | 4 | 1.0
23 | COc1cccc(-c2nnc3sc(-c4ccccn4)nn23)c1 | / | 1.4 | 13 | 3.4 | -6 | -3.1
24 | O=C(NC(=S)Nc1ccc(S(=O)(=O)Nc2ncccn2)cc1)c1ccc(Br)cc1 | 96 | 3.9 | 12 | 3.3 | 0 | -2.2
25 | CC(=O)N1CCc2c(sc(NC(=O)C3CCN(S(=O)(=O)c4cccs4)CC3)c2C(N)=O)C1 | 105 | 2.4 | 2 | -2.5 | 1 | -0.4
26 | O=S1c2ccccc2Nc2ccccc21 | 104 | -1.6 | 9 | 0.2 | -12 | -1.7
27 | COc1cc(NC(=O)NCCN2CCN(c3ccc(Cl)cc3)CC2)ccc1C | 98 | 1.4 | -8 | 2.5 | 0 | 1.7
28 | O=C1N[C@@H](Cc2ccccc2)COC(=O)[C@@H](Cc2ccc(F)cc2)C/C=C\C[C@@H]1CC(=O)N(CCO)Cc1ccccc1 | 97 | -1.3 | 11 | -0.6 | -9 | -1.9
29 | CCCCn1c(NCCO)nc2ccccc21 | 101 | 2.1 | 2 | 1.6 | -3 | -0.3
30 | COc1cc(-c2cc(N)n(S(=O)(=O)c3ccc(F)cc3)n2)cc(OC)c1OC | 93 | 2.5 | 7 | -0.6 | -2 | -1.4

No. | HTR5A ag ctr | SUMO Mot1 rescue | HTR5A inv ag | PfHsp90 yeast 2 | Ecoli viability
16 | -2 | 4 | 4 | 8 | 2.8
17 | 2 | -1 | -6 | -25 | -0.1
18 | 2 | 5 | 3 | 15 | 1.6
19 | -1 | -14 | 2 | 0 | -3.2
20 | 1 | / | -2 | -36 | /
21 | 0 | 3 | 0 | / | 1.8
22 | -2 | 4 | -3 | 3 | -0.4
23 | 9 | 138 | -21 | -10 | -0.2
24 | -2 | 1 | 5 | 4 | 0.6
25 | 3 | -28 | -15 | / | -0.3
26 | 2 | -7 | -4 | -5 | -2.0
27 | 3 | -4 | 12 | / | -0.5
28 | 3 | -10 | 0 | -12 | -0.3
29 | -2 | 1 | 4 | -14 | 0.7
30 | 11 | 15 | -31 | 9 | 0.5

New compounds follow:
No. | smiles | DSG3 Ab inh | phage Ecoli inh | MOR-DOR inv ag | AddAB inh | PKA-R1A act | MOR-DOR ag
31 | O=C(NCCc1ccc(Cl)cc1)c1ccc(=O)[nH]c1 | 125 | 2.0 | -1 | -1.6 | -3 | 0.1
32 | CC1(C2CC2)NC(=O)N(CC(=O)N2CCN(c3ccccc3)CC2)C1=O (stereo unspecified) | / | -0.6 | 7 | -0.4 | -1 | -1.8
33 | O=C1Oc2ccccc2C(=O)/C1=C/c1ccccc1O | 85 | 2.4 | 8 | 1.3 | -3 | -1.3
34 | COC(=O)CCC(NC(=O)c1cc(C)oc1C)C(=O)OC (stereo unspecified) | 101 | 0.5 | 15 | -2.7 | -3 | -2.9
35 | Cc1c(NC(=O)Nc2cccc(Cl)c2)c(=O)n(-c2ccccc2)n1C | 102 | 2.9 | 11 | -2.5 | 5 | -2.1
36 | CN(Cc1cnn(C)c1)C(=O)C1CCCCC1C(=O)O (stereo unspecified) | / | 3.0 | 6 | 1.2 | 0 | -1.1
37 | Cc1ccc(C(=O)c2oc3ccccc3c2N)cc1 | 105 | 1.6 | -5 | 0.1 | 4 | 0.8
38 | COc1cc(/C=C/c2cc[n+](C)cc2)ccc1OCC(=O)Nc1ccccc1 | 104 | 0.8 | 0 | 0.7 | 1 | -0.1
39 | COc1ccc(N2CCN(C(=O)c3ccc(COc4ccc([N+](=O)[O-])cc4)o3)CC2)cc1 | 107 | -0.7 | -1 | / | 0 | 0.3
40 | COc1ccc(S(=O)(=O)N2CCOCC2)cc1Cl | 102 | 1.4 | 4 | 1.1 | 3 | -0.7
41 | CCN1CCN(C(=O)CCCCCn2c(=O)[nH]c3cc(C(=O)OC)ccc3c2=O)CC1 | / | 1.4 | 14 | -1.9 | 8 | -2.5
42 | CC1=NN(c2ccccc2)C(=O)/C1=C\c1ccc(Oc2ccc([N+](=O)[O-])cc2[N+](=O)[O-])cc1 | 99 | 4.6 | -34 | 4.0 | 3 | 4.6
43 | COc1cc(NC(=O)CSc2ncnc3sc4c(c23)CCCC4)c(C(=O)O)cc1OC | / | 1.1 | 9 | -2.4 | 7 | -1.3
44 | CCc1nnc(NC(=O)CCC(=O)N2CCN(C3CCCCC3)CC2)s1 | 96 | -0.9 | -3 | 3.7 | -7 | 0.6
45 | NC(=O)CC(NC(=O)Cc1ccc(Cl)cc1)c1ccc(NC2CCCC2)c([N+](=O)[O-])c1 (stereo unspecified) | 107 | 0.0 | 15 | -2.1 | -3 | -2.6
46 | CCC(=O)Nc1ccc(C(=O)COC(=O)c2sc(C)nc2C)cc1 | 111 | 1.4 | 11 | / | -2 | -2.0
47 | CC12COC3(C(=O)Nc4ccc(Cl)cc4)CC1CCC32C (stereo unspecified) | 103 | 2.8 | -53 | 6.0 | 8 | 9.9
48 | COc1ccc(N=Cc2c(O)n(-c3cccc(C)n3)c(=O)c3ccccc23)c(OC)c1 | 83 | -0.2 | 6 | 0.4 | -12 | -1.3

No. | HTR5A ag ctr | SUMO Mot1 rescue | HTR5A inv ag | PfHsp90 yeast 2 | Ecoli viability
31 | 8 | -8 | -12 | -78 | -0.4
32 | 6 | -4 | -15 | -4 | -1.2
33 | 0 | 13 | 0 | -9 | -1.3
34 | 1 | 88 | -4 | -18 | -1.9
35 | 3 | -1 | -10 | -19 | -3.8
36 | -1 | 1 | -3 | -1 | -0.1
37 | -2 | 16 | 11 | -28 | -1.1
38 | 3 | 18 | -1 | -18 | -0.8
39 | 2 | / | 5 | -16 | /
40 | 9 | -14 | -23 | 28 | -0.5
41 | 2 | -24 | -3 | 14 | 0.4
42 | 3 | -6 | -7 | 4 | -2.3
43 | -3 | -4 | 2 | 15 | -2.7
44 | -6 | -21 | 14 | / | 1.2
45 | 3 | -1 | -8 | 7 | -1.1
46 | -1 | / | 3 | 1 | /
47 | 11 | 0 | -4 | 24 | 1.2
48 | 7 | -16 | -8 | 42 | -2.1
